High-throughput results: PubChem BioAssay, several laboratories
DNMT1 inh: blocks human DNA methyltransferase DNMT1 | P26358 | DNMT1 molecular beacon, Hinp1I cleavage, fluorescence | inhibition (reported as % activation of signal), % at 10 µM | 0.83% of 360,000 active | AID 588458; in the data active = inhibition above about 50%
Neddyl block: blocks human cullin neddylation; P61081+Q13564; TR-FRET cullin neddylation, biochemical; calls only at 25 µM; 0.58% of 360,000 active; in the data active = inhibition above about 36%
Target sequence (P61081 whole entry, looked up): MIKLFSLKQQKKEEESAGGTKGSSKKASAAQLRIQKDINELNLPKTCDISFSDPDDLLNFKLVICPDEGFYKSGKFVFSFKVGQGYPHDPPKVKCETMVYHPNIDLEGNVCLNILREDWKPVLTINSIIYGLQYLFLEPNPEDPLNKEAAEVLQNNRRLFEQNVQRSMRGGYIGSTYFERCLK
Target sequence (Q13564 whole entry, looked up): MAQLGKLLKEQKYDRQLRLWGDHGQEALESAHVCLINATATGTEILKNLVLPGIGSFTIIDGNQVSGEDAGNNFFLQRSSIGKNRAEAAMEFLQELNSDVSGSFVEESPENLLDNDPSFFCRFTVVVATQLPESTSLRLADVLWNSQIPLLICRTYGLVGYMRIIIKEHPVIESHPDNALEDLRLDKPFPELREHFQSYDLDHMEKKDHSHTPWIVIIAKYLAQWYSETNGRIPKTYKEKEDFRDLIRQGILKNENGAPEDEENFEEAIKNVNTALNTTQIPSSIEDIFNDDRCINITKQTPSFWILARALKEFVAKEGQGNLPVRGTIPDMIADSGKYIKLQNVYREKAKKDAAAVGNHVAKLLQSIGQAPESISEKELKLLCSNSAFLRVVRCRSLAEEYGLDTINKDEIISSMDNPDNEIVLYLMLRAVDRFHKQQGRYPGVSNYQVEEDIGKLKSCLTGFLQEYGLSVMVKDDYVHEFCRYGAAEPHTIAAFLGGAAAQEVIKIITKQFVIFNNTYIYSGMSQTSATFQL
Rin1-Abl PPI inh: inhibitors of human Rin1-Abl protein interaction. P00519+Q13671. TR-FRET Rin1/Abl binding, biochemical. inhibition, % at 7.35 µM. 0.4% of 360,000 active; in the data active = inhibition above about 5%, passing the limit was not always enough
CSN inh: inhibitors of human CSN-mediated cullin deneddylation | inhibition, % at 12.5 µM | 0.38% of 360,000 active | Purified CSN, SCF-Nedd8-OG deneddylation, fluorescence polarization | Q92905 | AID 651999;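 active = pattern-corrected inhibition above about 35%, with an unprinted fluorescence ratio check between 0.5 and 1.5, limit read from the data, passing the limit was not always enough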;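 also: 0% = enzyme with substrate and 100% = substrate without enzyme; some results filed as inactive read as strong as hits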
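Test system: Human Csn5 produced in HEK293T cells | Compound: 12.5 µM single point | Times: 90 min, room temperature | Signal: Fluorescence polarization readout | Read-out basis: % inhibition of substrate cleavage by Csn5 | Controls: no-enzyme wells high, enzyme-with-substrate wells low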
Rpn11 block: blocks the human proteasome subunit Rpn11. 0.59% of 360,000 active. AID 588493. O00487. human 26S proteasome, Ub4-pepOG fluorescence polarization; 20S core pre-blocked with epoxomicin. calls only at 20 µM;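 active = inhibition at 20 µM, scaled to each plate's controls, above about 33%, limit read from the data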
SUMO1-SIM PPI: alters human SUMO1 binding to SIM partners; P63165; SUMO1 binding to a labelled peptide, TR-FRET, 1 h; inhibition, % at 20 µM; 0.33% of 360,000 active; AID 602429; in the data active = inhibition above about 37%
Target sequence (P63165 whole entry, looked up): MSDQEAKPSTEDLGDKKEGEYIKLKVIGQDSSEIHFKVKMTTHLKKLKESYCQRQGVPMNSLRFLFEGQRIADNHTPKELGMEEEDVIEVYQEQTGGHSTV
STEP inh: blocks human striatal-enriched tyrosine phosphatase | 0.25% of 360,000 active | recombinant STEP, OMFP fluorogenic substrate, fluorescence | inhibition, % at 20 µM | AID 588621;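 active = inhibition at 20 µM, scaled per plate between control wells, above about 37%, limit read from the data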;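 also: 0% = DMSO with enzyme and substrate and 100% = substrate only without enzyme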
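System: STEP (striatal-enriched tyrosine phosphatase) enzyme, cell-free; medium: Bis-Tris pH 6.0 buffer with DTT, detergent; dosing: 20 µM, 1% DMSO; times: reaction 20 min, ambient temperature; detection: fluorescence, 480/540 nm; read-out basis: normalized % inhibition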
LMPTP inh: LMPTP (human) inhibition. 0.22% of 360,000 active. recombinant LMPTP-A, OMFP fluorogenic substrate, fluorescence intensity. AID 651560. P24666. inhibition, % at 20 µM;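 active = compounds that cut the enzyme signal by at least half of the control window in the single-dose screen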;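 also: plate controls were DMSO wells with enzyme plus substrate for no effect and substrate without enzyme for full effect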
Target sequence (P24666 whole entry, looked up): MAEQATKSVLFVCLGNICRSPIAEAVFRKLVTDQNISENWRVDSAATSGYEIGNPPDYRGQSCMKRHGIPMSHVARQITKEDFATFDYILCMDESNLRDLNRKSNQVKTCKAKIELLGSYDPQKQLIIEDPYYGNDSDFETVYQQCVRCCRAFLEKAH
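test system = LMPTP-A | amount = 0.625 nM LMPTP-A final | reagent = fluorogenic phosphatase substrate OMFP at 400 µM final | incubation = 50 min at room temperature | benchmarks = no-enzyme low control, uninhibited high control | medium = Bis-Tris pH 6.0, DTT, detergent | signal = fluorescence intensity of OMFP turnover product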
NadD inh: blocks S. aureus nicotinate mononucleotide adenylyltransferase; inhibition, % at 20 µM; purified NadD enzyme, colorimetric absorbance read-out; 0.78% of 360,000 active; in the data active = inhibition above about 26%; also: some compounds past the cut are filed as inactive
Scp1 inh: blocks human Scp-1 phosphatase activity. Q9GZU7. Recombinant Scp1, phosphopeptide, malachite green phosphate absorbance. inhibition, % at 20 µM. 0.88% of 340,000 active. AID 493091;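 active = inhibition above about 50% at 20 µM, limit read from the data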;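 also: plate controls were DMSO wells with enzyme for no effect and wells lacking enzyme for full effect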
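System: SCP-1 catalytic domain; Reagent: Phospho 17-mer peptide substrate; Doses: one concentration, 20 µM, with 1.0% DMSO; Incubation: 45 min room-temperature reaction, 5 min colour, 30 min stabiliser; Signal: Phosphate-binding colour reagent, absorbance read at 630 nm.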
Active calls of the source: *; i = inactive; nt = no result given; + = active, no number.

SMILES	STEP inh	LMPTP inh	NadD inh	DNMT1 inh	SUMO1-SIM PPI	Neddyl block	CSN inh	Rpn11 block	Rin1-Abl PPI inh	Scp1 inh
N#Cc1c(C(F)(F)F)cc(-c2ccc(Cl)c(Cl)c2)nc1SCCN1CCOCC1	6	4.3	0	-2	-5	i	5	+	-1	3
O=C(CC1C(=O)NCCN1CC1CCCCC1)NCc1cc(F)ccc1F (centres undefined)	1	-1.1	-1	-2	-2	i	4	i	7	-6
C=CCc1cccc(/C=N/NC(=O)C[n+]2ccccc2)c1O	-4	0.1	-8	1	-1	i	2	i	-6	-13
CCOC(=O)c1cc2c(ccn2C)n1Cc1cc(C)ccc1C	2	2.4	-6	-9	-4	i	-4	i	-2	-8
CC1CCC2(CC1)NC(=O)N(CC(=O)c1ccc[nH]1)C2=O (centres undefined)	-2	-0.6	2	-2	8	i	-3	i	1	-2
CCCN1C(=O)/C(=C/c2c(NCCCOC(C)C)nc3c(C)cccn3c2=O)SC1=S	-9	1.4	2	17	-30	i	56*	+	5	-7
CCC(C)c1ccc(OCC(=O)Nc2ccc(Cl)cn2)cc1 (centres undefined)	-1	2.7	8	2	-5	i	0	i	-3	-2
Cc1ccc2cc(C)c(SCC#N)nc2c1	2	2.2	-5	2	-4	i	3	i	4	-6
CCOc1ccccc1NC(=O)C1=C(C)NC(=O)NC1c1cccc(OC)c1OC (centres undefined)	0	0.4	0	2	3	i	-3	i	6	-3
Cc1ccc(-c2nn(-c3ccccc3)cc2C(=O)Nc2ccc(C(=O)O)cc2)cc1	-1	1.2	2	1	4	i	-4	i	-1	-3
Cc1cc(O)c(C(C)C)cc1N=Cc1cc([N+](=O)[O-])ccc1O	3	8.3	4	-5	-12	i	0	i	-3	2
CCN(CC)S(=O)(=O)c1ccc(/C=C/C(=O)N(c2ccccn2)C2CCCCC2)cc1	-2	-0.2	0	2	-4	i	-5	i	1	0
CCOc1ccc(C(=O)Nc2ccc(CN3CCOCC3)cc2)cc1Cl	-1	0.6	-3	-1	3	i	-2	i	-1	-9
COCCn1c(CN2CCN(C)CC2)nc2c1c(=O)n(C)c(=O)n2C	1	-2.5	-5	3	0	i	6	i	-2	-6
O=C(Oc1ccccc1-c1csnn1)c1cccs1	0	0.2	-2	1	-1	i	-10	i	3	-8
O=C(O)c1ccc(COc2ccc3ccccc3c2/C=C2/NC(=O)N(c3ccccc3)C2=O)cc1	1	0.9	9	-1	1	i	0	i	1	-15
Cc1cc(C(=O)Cn2nc(C(=O)O)c3ccccc3c2=O)c(C)n1-c1ccc(F)cc1	2	1.2	-33	-6	0	i	-11	i	2	-10
Nc1ncnc(Nc2cccc(F)c2)n1	-2	-1.0	-2	0	-3	i	-1	i	-3	3
COC(=O)C(NC(=O)c1ccco1)(Nc1nc(C2CC2)cs1)C(F)(F)F (centres undefined)	0	-1.3	0	-1	-4	i	5	i	-3	-6
Cc1ccc(NS(=O)(=O)c2ccc3c(c2)NC(=O)CCS3)c(Br)c1	0	0.2	-1	1	4	i	3	i	-1	-4
CCCCn1c(SCC(=O)N2CCCC2=O)nc2cc(S(N)(=O)=O)ccc21	0	-0.7	1	7	-2	i	0	i	1	-4
S=C(NCc1ccccc1Cl)NC1CCCC1	-2	-0.5	4	-3	-1	i	0	i	-1	-5
O=C(/C(=C/c1ccc(Cl)cc1)c1nc2ccccc2[nH]1)c1ccccc1	7	2.9	14	2	1	i	0	i	1	-3
CC(=O)N/C(=C\c1ccccc1)C(=O)OCC(=O)Nc1cc(S(=O)(=O)N(C)C)ccc1Cl	1	3.0	-4	2	-4	i	0	i	4	1
Cc1nc(N=C(N)N)nc2ccccc12	0	1.6	-1	2	1	i	-12	i	-1	3
Cc1ccc(CCNS(=O)(=O)c2ccc3c(c2)NC(=O)C(C)C(=O)N3)cc1 (centres undefined)	-3	-0.8	0	7	0	i	5	i	3	4
O=C(COc1ccccc1Cl)Nc1cc(Cl)ccc1Oc1ccccc1	8	1.9	-2	-6	5	i	-1	i	1	-10
CCc1ccccc1NC(=O)c1cccc(N2C(=O)C3C4CCC(C4)C3C2=O)c1 (centres undefined)	-3	-0.3	-2	3	-2	i	3	i	-1	-18
CCOC(=O)c1cc(C)sc1NC(=O)CSC1=NCCS1	4	-0.3	-6	-4	1	i	2	i	3	2
O=C(CNS(=O)(=O)c1cccc2nsnc12)NC1CCCCC1	-2	-1.4	0	1	-19	i	1	i	-1	-8
N#Cc1nc(-c2ccc(F)cc2)oc1N1CCN(C(=O)c2ccco2)CC1	1	13	-1	1	34	i	1	i	-5	-4
Cc1cccc(-n2nnc(C(=O)NCc3ccccc3)c2N)c1	-1	1.3	-5	-1	1	i	-4	i	-5	-5
CCCCOc1ccc(-c2nnn(CC(=O)NCCc3c[nH]c4ccccc34)n2)cc1	7	2.2	-2	1	0	i	-4	i	-2	-14
CN(CC(=O)NC(=O)NC1CCCCC1)CC(=O)Nc1ccc(Cl)cc1	-4	0.9	2	-6	28	i	-3	i	7	-6
O=C(O)c1ccc2ccc3ccccc3c2c1	0	0.1	-5	-5	4	i	-8	i	-4	-18
COc1ccc(CCNC(=O)C(=O)NCC2OCCN2S(=O)(=O)c2cc(F)ccc2F)cc1 (centres undefined)	2	-0.2	-1	-11	1	i	-9	i	1	-7
O=C(CC1C(=O)NCCN1Cc1ccc(F)c(F)c1)NCCn1cccn1 (centres undefined)	1	-0.3	-7	-2	-2	i	-3	i	0	-6
COc1ccc(B(O)O)c(CN2CCN(C(=O)OC(C)(C)C)CC2)c1	21	11	-4	12	24	i	4	i	2	41
O=C(c1ccco1)N1CCN(C(=O)c2cccc3c2C(=O)N(Cc2cccnc2)C3)CC1	2	1.1	-8	4	13	i	-6	i	1	-4
Cc1cc2c(c(=O)n1CCN(C)C)C(c1ccc(Br)cc1)C(C#N)=C(N)O2 (centres undefined)	5	-2.3	-2	2	3	i	6	i	-4	-13
O=C(NCc1ccc(Cl)cc1)c1ncn[nH]1	0	-0.6	1	-3	-1	i	-1	i	3	-7
O=C(COc1ccccc1)NC(NC(=S)Nc1ccccc1C(=O)O)C(Cl)(Cl)Cl (centres undefined)	7	0.4	-1	-2	15	i	2	i	4	-3
CN1CC2(C(=O)c3ccccc3)CN(C)CC(C(=O)c3ccccc3)(C1)C2	-3	-2.2	1	0	-2	i	-1	i	2	-9
O=C(CCCOc1ccccc1)N1CCCc2ccccc21	-2	1.0	5	2	0	i	5	i	-1	-5
C=CCNC(=O)COC(=O)CCC(=O)c1cccs1	-3	-1.0	-2	64*	1	i	3	i	0	-1
CCCn1c(CCC(=O)O)ccc1-c1cccs1	-1	-0.3	3	13	2	i	0	i	0	-3
O=C(Nc1ccc2sccc2c1)c1cccc(N2C(=O)CCC2=O)c1	1	-1.7	-5	0	3	i	-3	i	-1	-5
Cc1ccc(/C(O)=C2\C(=O)C(=O)N(C)C2c2ccc(Br)cc2)cc1 (centres undefined)	3	0.0	9	-1	-4	i	3	i	0	-5
O=C(CNS(=O)(=O)Cc1ccccc1)NNc1ccccc1	1	1.3	1	4	3	i	2	i	0	nt
Cn1c(CNC(=O)C2CCC(=O)N(CCc3cccc(F)c3)C2)nc2ccccc21 (centres undefined)	0	0.1	0	-1	4	i	5	i	2	-6

More results follow:
SMILES	STEP inh	LMPTP inh	NadD inh	DNMT1 inh	SUMO1-SIM PPI	Neddyl block	CSN inh	Rpn11 block	Rin1-Abl PPI inh	Scp1 inh
CCC1(CC)NC(=O)N(CC(=O)Nc2ccc(C)cc2C)C1=O	-4	-0.7	-3	4	2	i	-5	i	4	-3
O=C(Nc1ccc2c(c1)Cc1ccccc1-2)c1ccc(Br)o1	-3	-0.5	-3	-4	4	i	-2	i	-5	-8
COc1ccc(C(=O)Cn2nnc(-c3ccccc3NC(=O)C(F)(F)F)n2)cc1	3	1.9	0	0	0	i	2	i	-1	-15
CCOC(=O)c1cnc2ccc(OC)cc2c1Nc1ccc2c(c1)OCCO2	-7	2.7	-2	-8	-10	i	6	i	-3	9
O=C(C[n+]1ccccc1)c1ccc(-c2ccccc2)cc1	1	-0.4	-5	5	-4	i	-2	i	2	6
S=C(NCCCN1CCOCC1)N(Cc1ccccc1)Cc1ccccc1	7	-5.0	-10	-4	0	i	-3	i	1	-13
Cc1ccc(NC(=S)N2CCN(C(=O)C3CCCO3)CC2)cc1 (centres undefined)	-3	-0.1	-2	21	1	i	-4	i	0	9
CN(C)c1ccc(NC(=O)Nc2ccc3snnc3c2)cc1	1	0.6	-3	-7	1	i	-2	i	-2	-2
CC(=O)c1cnc(Nc2ccccc2)s1	-3	0.9	-3	1	-17	i	-1	i	-5	4
O=C(Cn1cnc(S(=O)(=O)N2CCCCC2)c1)N1CCN(c2ccc([N+](=O)[O-])cc2)CC1	1	-0.1	3	-4	-27	i	0	i	-3	8
O=C1c2ccccc2C(Nc2ccc3c(c2)OCCO3)N1Cc1ccc2c(c1)OCO2 (centres undefined)	-3	-1.2	0	1	0	i	-2	i	-3	-4
CCCC(=O)Nc1cc(-c2nc3ncccc3o2)ccc1C	0	0.6	1	1	2	nt	5	i	-5	0
Cc1cccc(NC(=O)CSCC(=O)Nc2ccc(N3CCOCC3)cc2N2CCOCC2)c1	-3	0.6	3	-1	-1	i	0	i	0	-10
C=CCOC(=O)C1=C(C)N(C)C(=O)NC1c1cc2c(cc1Br)OCO2 (centres undefined)	-13	0.0	2	0	0	i	-1	i	2	-3
COc1ccccc1NC(=O)CSc1nnc(C)s1	4	0.3	-1	-1	0	i	-4	i	1	1
O=C1NC[C@H](CCCCN2CCN(CCc3ccc(O)cc3)C(=O)C2=O)N(CCc2ccc(O)cc2)C1=O	nt	-2.0	6	nt	4	i	-1	nt	nt	nt
COc1ccc(-n2c(=S)[nH]c3ccccc3c2=S)cc1	4	-0.2	-1	-2	-19	i	6	i	-1	-10

Results in DNMT1 inh, Rpn11 block and SUMO1-SIM PPI, for some of the entries so far:
canonical_smiles,DNMT1 inh,Rpn11 block,SUMO1-SIM PPI
CC(=O)c1cnc(Nc2ccccc2)s1,1,i,-17
O=C(C[n+]1ccccc1)c1ccc(-c2ccccc2)cc1,5,i,-4
O=C1c2ccccc2C(Nc2ccc3c(c2)OCCO3)N1Cc1ccc2c(c1)OCO2 (centres undefined),1,i,0
COc1ccc(C(=O)Cn2nnc(-c3ccccc3NC(=O)C(F)(F)F)n2)cc1,0,i,0
